Screening data (PubChem)
hcGAS inh – Primary biochemical luminescence assay for human cyclic GMP-AMP synthase inhibitors. hit rate 0.081% among 290,000. Q8N884. recombinant h-cGAS, ATP depletion, Kinase-Glo luminescence. inhibition, % at 12.5 µM;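 further: 0% = vehicle reaction and 100% = reaction without DNA for no activity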
Target sequence (Q8N884 whole entry, looked up): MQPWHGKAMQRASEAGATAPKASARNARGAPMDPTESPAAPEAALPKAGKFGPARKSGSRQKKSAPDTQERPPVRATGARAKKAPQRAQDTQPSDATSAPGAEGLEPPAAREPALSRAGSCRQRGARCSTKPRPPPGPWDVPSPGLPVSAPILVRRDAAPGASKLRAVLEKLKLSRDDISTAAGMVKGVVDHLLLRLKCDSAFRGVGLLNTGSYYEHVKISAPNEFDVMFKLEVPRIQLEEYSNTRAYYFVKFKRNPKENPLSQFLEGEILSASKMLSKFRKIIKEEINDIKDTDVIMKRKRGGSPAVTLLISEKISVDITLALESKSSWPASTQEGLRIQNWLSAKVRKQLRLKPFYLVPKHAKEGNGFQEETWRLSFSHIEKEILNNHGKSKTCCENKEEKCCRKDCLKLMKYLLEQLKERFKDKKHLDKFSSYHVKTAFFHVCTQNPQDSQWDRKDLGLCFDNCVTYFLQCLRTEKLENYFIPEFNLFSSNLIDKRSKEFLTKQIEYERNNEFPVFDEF
NPYLR7 agonist – agonists of mosquito NPYLR7 receptor, primary screen, cell-based, Aedes aegypti, calcium fluorescence, mosquito biting behavior; hit rate 0.15% among 270,000; AID 1259423, 2018; activation, % at 10 µM; HEK293T NPYLR7/Galpha15, GCaMP6s calcium fluorescence; Aedes aegypti neuropeptide Y-like receptor 7 (NPYLR7); in the data active means activation above about 40%;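 further: 0% = vehicle and 100% = reference agonist at the receptor; some compounds past the cut are filed as inactive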
mcGAS lum – cyclic GMP-AMP synthase inhibitors, mouse, primary biochemical chemiluminescence. Q8C6L5. recombinant cGAS, Kinase-Glo ATP depletion luminescence. inhibition, % at 12.5 µM. hit rate 0.15% among 160,000. AID 1259399, 2018;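 further: 0% = negative control wells and 100% = reference inhibitor with no enzyme activity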
* hit, by the source's call; . = no result given; & = joins results of further samples. Unless noted, no stated cut-off is given here; in the data, active means inhibition above about 40%; inactive means the rest.

#1 CC(C)c1ccccc1OC1CC2CCC(C1)N2C(=O)c1ccc(CSc2cccc3ccccc23)cc1 (stereo not given)
#2 O=C(/C=C/c1ccccc1Cl)N1CCC(c2nc(-c3ccc(C(F)(F)F)cc3)no2)CC1
#3 COc1ccc(-c2cc(CN3CCN(S(=O)(=O)c4cc(C)ccc4C)CC3)on2)cc1
#4 CC1CN(c2cc(Oc3cccc(Cl)c3)ncn2)CCN1 (stereo not given)
#5 O=C(C1CCN(Cc2nc(C3CC3)no2)CC1)N1CCCCC1
#6 CCc1nnsc1C(=O)N1C[C@@H]2[C@@H]3CC[C@@H](C3)[C@@H]2C1
#7 Cc1ccc(S(=O)(=O)NC2(C(F)(F)F)NC(=O)N(Cc3ccccc3)C2=O)cc1 (stereo not given)
#8 O=C(O)COc1c(Cl)cc(C=C2C(=O)NC(=S)NC2=O)cc1Cl
screen / no.	1	2	3	4	5	6	7	8
mcGAS lum	-7.6	-2.1	-2.4	.	.	.	-3.3	-0.6
hcGAS inh	-8.5	-1.0	-0.2	-2.6	-3.2	-5.5	5.8	-0.4
NPYLR7 agonist	11.1	27.5	-3.7	12.8	0.6	10.5	-5.2	-15.1

#9 CCn1ncnc1CN1CCC(O)(c2ccc3nc(C)ccc3c2)CC1
#10 COc1cccc(OC)c1C(=O)Nc1c2c(nn1C(C)(C)C)CSC2
#11 CC(C)n1c(CCC(=O)O)ccc1-c1ccc(Cl)cc1
#12 Nc1nc(SCC(=O)NCC2CCCO2)[nH]c(=O)c1NC(=O)c1ccc(Cl)cc1 (stereo not given)
#13 Cc1ccc(Cn2c(=O)c3c(nc4n(CCCO)c(C)c(C)n34)n(C)c2=O)cc1
#14 COc1ccc(C(=O)N2CCC3(CC2)C(=O)N(CC(=O)NCc2ccco2)CN3c2ccccc2)c(OC)c1
#15 CCCc1nc(C)cc(N2CCC3(CCCN(C)C3=O)C2)n1 (stereo not given)
#16 CNC(=O)C1CN(C(=O)c2cccc(C#N)c2)c2ccccc2O1 (stereo not given)
screen / no.	9	10	11	12	13	14	15	16
mcGAS lum	.	-7.1	.	-7.0	.	-4.1	.	.
hcGAS inh	1.0	-4.3	0.3	-1.6	-7.0	-2.6	-3.7	-8.6
NPYLR7 agonist	-2.7	-1.4	-10.8	0.3	21.4	-3.1	-0.4	0.5

Arranged by formula weight (rising): part of the list above
#16 CNC(=O)C1CN(C(=O)c2cccc(C#N)c2)c2ccccc2O1 (stereo not given)
#9 CCn1ncnc1CN1CCC(O)(c2ccc3nc(C)ccc3c2)CC1
#10 COc1cccc(OC)c1C(=O)Nc1c2c(nn1C(C)(C)C)CSC2
#13 Cc1ccc(Cn2c(=O)c3c(nc4n(CCCO)c(C)c(C)n34)n(C)c2=O)cc1
#7 Cc1ccc(S(=O)(=O)NC2(C(F)(F)F)NC(=O)N(Cc3ccccc3)C2=O)cc1 (stereo not given)
#12 Nc1nc(SCC(=O)NCC2CCCO2)[nH]c(=O)c1NC(=O)c1ccc(Cl)cc1 (stereo not given)
#14 COc1ccc(C(=O)N2CCC3(CC2)C(=O)N(CC(=O)NCc2ccco2)CN3c2ccccc2)c(OC)c1
screen / no.	16	9	10	13	7	12	14
mcGAS lum	.	.	-7.1	.	-3.3	-7.0	-4.1
hcGAS inh	-8.6	1.0	-4.3	-7.0	5.8	-1.6	-2.6
NPYLR7 agonist	0.5	-2.7	-1.4	21.4	-5.2	0.3	-3.1

(cont.)
#17 CCOCCOc1ccc(-c2nnc(CCC(=O)Nc3ccc(OC)cc3)c(=O)[nH]2)cc1OC
#18 CC(=O)N1CCN(c2ccc([N+](=O)[O-])cc2)C(=O)C1C (stereo not given)
#19 N#Cc1cccc(CN2C(=O)C3(SCCN3C(=O)c3ccccc3F)c3cc(F)ccc32)c1 (stereo not given)
#20 O=C(NCC1CCCO1)c1nn(-c2ccc(F)cc2)c(=O)n(Cc2ccccc2Cl)c1=O (stereo not given)
#21 CCOC(=O)c1cc(-c2ccc(N3CCN(C(=O)C4CCCCC4)CC3)cc2)n(-c2ccc(OC)cc2)n1
#22 C=CCn1c(SCC(=O)Nc2ccc3c(c2)OCO3)nnc1-c1ccco1
#23 O=C(c1cn(Cc2ccc(F)cc2Cl)nn1)N1CCOc2ccc(Cl)cc2C1
#24 Cc1nc2n(n1)C(=O)C(C(c1cccs1)N1CCN(CCO)CC1)S2 (stereo not given)
screen / no.	17	18	19	20	21	22	23	24
mcGAS lum	0.5	.	-3.9	-4.0	-7.4	.	.	-7.7
hcGAS inh	-0.6	-5.2	-0.5	-2.1	-10.0	-8.8	-4.8	-6.1
NPYLR7 agonist	.	-1.2	14.9	4.7	.	8.8	15.6	5.1

Full records, quoted from the list.
CCOC(=O)c1cc(-c2ccc(N3CCN(C(=O)C4CCCCC4)CC3)cc2)n(-c2ccc(OC)cc2)n1 reads mcGAS lum = -7.4; hcGAS inh = -10.0; NPYLR7 agonist = .
Cc1nc2n(n1)C(=O)C(C(c1cccs1)N1CCN(CCO)CC1)S2 (stereo not given) reads mcGAS lum = -7.7; hcGAS inh = -6.1; NPYLR7 agonist = 5.1

Remaining list, next part.
#25 Cc1cccc(OCC(O)CN(C(=O)NCc2nnc3n2CCC3)C(C)C)c1 (stereo not given)
#26 COc1ccccc1Oc1ncccc1CNC(=O)C1(C)CC(C)=NO1 (stereo not given)
#27 COc1ccc(CCN(Cc2cccs2)C(=O)CN(C(=O)Nc2ccc(C(F)(F)F)cc2)C2CC2)cc1OC
#28 Cc1ccc(-c2noc(CN3CCN(C(=O)c4ccc(C)o4)CC3)n2)cc1
#29 O=C(CCc1c[nH]c2ccccc12)OCC(=O)c1ccc([N+](=O)[O-])cc1
#30 O=C(O)c1cc(C(=O)O)c(C(=O)O)nc1C(=O)O
#31 Cc1c(C(=O)N2CCCC2c2ccccc2)nnn1-c1ccc(F)cc1 (stereo not given)
#32 Cc1ccc(C)c(-n2cc[nH]c2=S)c1
screen / no.	25	26	27	28	29	30	31	32
mcGAS lum	.	.	-7.3	.	.	.	-13.3	.
hcGAS inh	-6.7	-2.0	-18.4	-3.0	-1.2	5.8	-5.8	-9.1
NPYLR7 agonist	3.8	2.5	-8.3	-4.1	-2.1	-3.4	16.0	-2.0

#33 COCCNC(=O)c1ccc(OC2CCN(C3CCc4ccccc4C3)CC2)c(Cl)c1 (stereo not given)
#34 CCCC(=O)OCC(O)CN(Cc1cccc(OC)c1)Cc1ccco1 (stereo not given)
#35 O=C(CSc1ncnc2c1nnn2Cc1ccc(F)cc1)NC1CCCCC1
#36 Cc1cccc(C2=N/C(=C\c3ccc(N(C)C)cc3)C(=O)O2)c1
#37 CC(=O)Nc1nc(N)n(-c2ccccc2)n1
#38 CSc1nc(C(=O)N2CCc3c(cc(-c4cccc(Cl)c4)c(=O)n3CC3CC3)C2)cs1
#39 Oc1ccc(/C=N\Nc2cc(N3CCOCC3)nc(N3CCOCC3)n2)cc1
#40 Oc1cccc(-c2nccn2CCCCc2ccccn2)c1
screen / no.	33	34	35	36	37	38	39	40
mcGAS lum	-11.6	-3.6	-7.1	-3.7	-2.0	-15.2	-5.9	.
hcGAS inh	-11.9	-3.1	-5.6	-8.4	1.3	-6.4	8.5	-3.8
NPYLR7 agonist	13.6	-3.8	17.8	18.7	4.2	5.9	-4.0	8.6

#41 O=c1cc(CN2CCc3ccccc32)occ1OCc1ccc(Cl)cc1
#42 CCOC(=NCCCN1CCOCC1)NC(=O)c1cccc(C(F)(F)F)c1
#43 Cc1ccc(Cn2ncc3c(N4CCN(C5CCCC5)CC4)ncnc32)cc1
#44 CC(=O)Nc1cccc(C(=O)N(Cc2nccn2C)C(C)C)c1
#45 COc1ccc(Br)cc1S(=O)(=O)NCc1ccc(N2CCOCC2)nc1
#46 NC(=O)c1c(NC(=O)c2cc3c(s2)CCCCC3)sc2c1CCC2
#47 Nc1nnc(COc2ccccc2Cl)s1
#48 Cc1n[nH]c(C)c1CCC(=O)N(C)Cc1cn[nH]c1-c1ccc(F)cc1
screen / no.	41	42	43	44	45	46	47	48
mcGAS lum	-6.6	-1.1	-2.3	.	-19.1	.	-5.2	-10.3
hcGAS inh	-6.8	0.3	-5.5	-1.4	-9.2	-0.4	0.3	-2.1
NPYLR7 agonist	-2.1	-6.2	-3.4	-2.9	3.0	-7.3	2.8	-0.5

#49 O=c1c2nn(Cc3ccc(F)cc3)c(=O)n2ccn1-c1ccc(Br)cc1
#50 NC(=O)c1cc(NC(=O)CSc2nc3ccccc3s2)cc(C(N)=O)c1
#51 CC(=O)N1c2ccc(S(=O)(=O)N3CCC(NC(=O)c4ccncc4)CC3)cc2CC1C (stereo not given)
#52 CCN(CC)CC(=O)Nc1c(C)cccc1C
#53 O=C1CSC(c2ccc(F)cc2F)N1CC(O)c1ccccc1 (stereo not given)
#54 O=C(NC1CCCC1)c1noc2c1CCCCC2
#55 COc1cccc(O)c1CN(Cc1ccncc1)Cc1ccc(F)cc1
#56 CN(C)CCNS(=O)(=O)c1ccc(NC2CCCC2)c([N+](=O)[O-])c1
screen / no.	49	50	51	52	53	54	55	56
mcGAS lum	-8.8	.	.	-5.1&0.6	-3.3	.	-13.5	.
hcGAS inh	-6.7	0.3	4.5	-1.3&5.0&0.5&-9.3&-6.9	-3.1	8.0	-0.8	-8.6
NPYLR7 agonist	6.8	15.1	-4.8	-13.8&-11.6&-2.4&2.2	18.6	-11.3	11.6	0.2

#57 CCOC(=O)C1(C)CCCCCN1C(=O)c1csnn1 (stereo not given)
#58 COc1ccc(NC(=O)NCC(O)c2ccc(F)cc2F)c(OC)c1 (stereo not given)
#59 CC(C)c1nc(CN2CCC(CNC(=O)C(C)(C)C)CC2)co1
#60 Cn1cnnc1Sc1ccc(CN2CCCC(CO)(Cc3ccccc3)C2)o1 (stereo not given)
#61 CCN(CCn1cccn1)C(=O)c1[nH]c2ccc(C)cc2c1C
#62 CC(=O)N1CCN(c2ncnc3c2nnn3Cc2ccccc2)CC1
#63 COc1ccc(C(=O)Nc2ccc(N3CCC(Cc4ccccc4)CC3)c(C(=O)NCC3CCCO3)c2)cc1 (stereo not given)
#64 CCOC(=O)C1(C)CCCCCN1C(=O)c1sccc1C (stereo not given)
screen / no.	57	58	59	60	61	62	63	64
mcGAS lum	.	.	.	.	.	-5.3	-3.9	.
hcGAS inh	-12.3	-6.3	-6.4	-7.6	-4.5	-3.4	-1.8	-13.4
NPYLR7 agonist	-0.1	4.9	-0.4	12.5	-2.9	0.0	16.2	0.5

#65 CCOc1ccc(-c2ccc(=O)n(CCNC(=O)c3ccc(C(C)(C)C)cc3)n2)cc1
#66 COc1cc(C(C2Sc3nc(C)nn3C2=O)N2CCN(CCO)CC2)cc(OC)c1OC (stereo not given)
#67 N#C/C(=C/c1cccc(NC(=O)c2ccc(Cl)cc2)c1)c1ccccn1
#68 CC(C)N(CC(=O)N(CCc1c[nH]c2ccccc12)Cc1ccc(N(C)C)cc1)C(=O)c1ccccc1F
#69 COc1ccc(S(=O)(=O)NCCCCN2CCOC(c3ccccc3)C2)c(C)c1 (stereo not given)
#70 O=[N+]([O-])c1ccc(-c2nc3c(n2O)CCC/C3=N/O)cc1
#71 Cn1c(CN2CCCC(OCc3ccccn3)C2)cc2cc(F)ccc21 (stereo not given)
#72 Cc1ccc(C2CC(c3cccs3)=NN2C(=O)Cn2cnc3c(cnn3CCO)c2=O)cc1 (stereo not given)
screen / no.	65	66	67	68	69	70	71	72
mcGAS lum	-9.1	-7.9	.	-2.3	.	.	.	.
hcGAS inh	-7.5	-0.6	-3.7	0.8	5.4	-8.0	-6.5	-1.5
NPYLR7 agonist	4.1	1.1	2.0	8.1	-7.4	0.8	-4.3	-0.4

#73 COC(=O)c1ccc(NC(=O)CSc2ccc(-c3sc(-c4cccs4)nc3C)nn2)cc1
#74 CC1OC(Nc2ccc(Br)cc2)C(O)C(O)C1O (stereo not given)
#75 CCc1cc(N(C)C(C)c2cccc(O)c2)nc(-c2ccccn2)n1 (stereo not given)
#76 COc1ccc(-c2onc(C)c2C(=O)NCCF)cc1
#77 c1ccc(C(c2ccccc2)N2CCN(c3ccc4nnnn4n3)CC2)cc1
#78 COc1ccccc1N1C(=O)CSC1c1ccccc1N (stereo not given)
#79 CC1=CC(C)C2(COC(c3ccc[n+](C)c3)OC2)C(C)C1 (stereo not given)
#80 CC(C)C(=O)N1N=C(c2ccc(Cl)cc2)CC1c1ccc2nccnc2c1 (stereo not given)
#81 COC(=O)c1cc(CNC(=O)C23CC4CC(CC(C4)C2)C3)cc(NC(=O)Cc2ccsc2)c1
#82 CCCCn1c(N)c(N(Cc2ccco2)C(=O)CC)c(=O)[nH]c1=O
screen / no.	73	74	75	76	77	78	79	80	81	82
mcGAS lum	-7.0	-1.4	-18.0	-7.3	.	.	.	-6.8	-10.1	.
hcGAS inh	-4.1	4.3	-8.2	-7.5	-0.4	-4.2	-10.5	-5.8	-4.7	-1.9
NPYLR7 agonist	11.5	0.9	-1.5	-0.6	-2.2	-1.3	6.9	3.2	15.7	8.1
